KCNK3 inh = human KCNK3 channel inhibition, primary screen; O14649; CHO-KCNK3 thallium flux, FluxOR fluorescence; stronger effect = lower value; B-score at 10 µM; 340,000 tested, 0.84% active;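 active = B-score under library mean minus 4 SD, starting fluorescence ratio at most library mean plus 5 SD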;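 note: more negative B-score means stronger inhibition of thallium flux through KCNK3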
Target sequence (O14649 whole entry, looked up): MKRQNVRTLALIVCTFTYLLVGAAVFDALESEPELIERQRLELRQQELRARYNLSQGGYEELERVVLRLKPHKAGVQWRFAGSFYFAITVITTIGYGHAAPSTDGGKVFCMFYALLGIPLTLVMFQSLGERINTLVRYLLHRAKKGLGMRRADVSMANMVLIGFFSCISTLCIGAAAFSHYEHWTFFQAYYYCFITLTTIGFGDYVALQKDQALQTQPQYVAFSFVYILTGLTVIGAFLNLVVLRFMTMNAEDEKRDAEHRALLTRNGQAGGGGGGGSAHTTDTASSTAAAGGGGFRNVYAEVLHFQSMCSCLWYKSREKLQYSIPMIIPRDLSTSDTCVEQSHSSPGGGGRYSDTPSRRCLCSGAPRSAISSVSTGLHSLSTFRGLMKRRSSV
hERG protect = shields human hERG channel from block by proarrhythmic agents. 310,000 tested, 0.51% active. activation (rescue from dofetilide block), less the hit threshold, % at 10 µM. CHO-hERG, FluxOR thallium flux, dofetilide IC70 present. Q12809;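 active = activation above the mean of controls blocked by dofetilide plus 5 SD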;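 note: thallium influx through hERG after potassium depolarization seen as dye fluorescence rise; in these data hits start at about 4.7%; inactives centre near -7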
KCNQ1 pot = potentiates or activates the human KCNQ1 potassium channel; 310,000 tested, 0.35% active; B-score at 10 µM; CHO-K1 KCNQ1, thallium flux FluxOR fluorescence; stronger effect = higher value;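 active = fluorescence ratio B-score, a plate-corrected score, at least three library SD, with initial intensity B-score within 5 SD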
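Assay system: CHO-K1 cells stably expressing KCNQ1; Medium: assay buffer with matched DMSO; Also added: K+/Tl+ depolarizing stimulus; Dosing: single dose; Timing: dye 90 min, compound 20 min, room temperature; Measured by: kinetic FluxOR thallium fluorescence, 10-s 1-Hz baseline, 110-s post-stimulus read; Read-out: peak-minus-minimum fluorescence over initial fluorescence, negative-control normalized, B-scored.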
DYRK1A inh = Dyrk1A (rat) kinase inhibition; Q63470; ADP-Glo luminescence, NFATc1 peptide; inhibition, % at 12.5 µM; 310,000 tested, 0.43% active; in the data active = inhibition above about 50%;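 note: plate controls were vehicle with enzyme for no effect and no enzyme for full effect; many of its hits are not listed in these tables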
KCNK9 inh = inhibitors of human KCNK9 two-pore domain potassium channel; B-score at 10 µM; 310,000 tested, 1.2% active; Q9NPC2; HEK293 KCNK9, FluxOR thallium flux fluorescence; stronger effect = lower value;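 active = ratio B-score over 3 SD below the library mean, with starting fluorescence within 5 SD of its mean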;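 note: negative B-score means less thallium flux so channel inhibition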
GSK3 alpha inh = human GSK-3 alpha kinase inhibition; P49840; ADP-Glo luminescence, 60 min; inhibition, % at 10 µM; 320,000 tested, 0.1% active;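 in the data active = inhibition above about 50%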;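 note: GST-tagged GSK-3 alpha with peptide substrate and 25 µM ATP; 0% = DMSO neutral wells and 100% = GW8510 positive control wells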
RGS4 act = potentiators or activators of RGS4; 310,000 tested, 0.92% active; HEK293 M3R/inducible RGS4, carbachol calcium flux Fluo4; stronger effect = lower value; B-score at 10 µM;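 active = B-score of the integrated calcium signal more than 4 SD below the library mean, with starting fluorescence not abnormally high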;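 note: negative B-score means reduced calcium response which marks RGS4 activation or potentiation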
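Assay system: Inducible-RGS4 HEK293 cells carrying M3 receptor | Schedule: Compound preincubation 20 min at room temperature before agonist | Signal: Kinetic calcium fluorescence imaging with Fluo4-AM dye, 2 µM | Read-out basis: B score from integrated fluorescence ratio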
KCNQ1 inh = human KCNQ1 channel inhibition. CHO-K1 KCNQ1, FluxOR thallium flux fluorescence; stronger effect = higher value. P51787. 310,000 tested, 1.3% active. B-score at 10 µM;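 active = compounds whose thallium flux B-score, printed positive for inhibition, exceeds three library SD while starting fluorescence stays within three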;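 note: channel opened by potassium depolarization with thallium stimulus after 20 min compound exposure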
HDAC3 inh = inhibitors of human histone deacetylase 3. recombinant HDAC3, fluorogenic peptide/trypsin coupled, fluorescence. inhibition, % at 8.3 µM. 320,000 tested, 0.15% active; in the data active = inhibition above about 26%, passing the limit was not always enough
Target sequence (O15379 whole entry, looked up): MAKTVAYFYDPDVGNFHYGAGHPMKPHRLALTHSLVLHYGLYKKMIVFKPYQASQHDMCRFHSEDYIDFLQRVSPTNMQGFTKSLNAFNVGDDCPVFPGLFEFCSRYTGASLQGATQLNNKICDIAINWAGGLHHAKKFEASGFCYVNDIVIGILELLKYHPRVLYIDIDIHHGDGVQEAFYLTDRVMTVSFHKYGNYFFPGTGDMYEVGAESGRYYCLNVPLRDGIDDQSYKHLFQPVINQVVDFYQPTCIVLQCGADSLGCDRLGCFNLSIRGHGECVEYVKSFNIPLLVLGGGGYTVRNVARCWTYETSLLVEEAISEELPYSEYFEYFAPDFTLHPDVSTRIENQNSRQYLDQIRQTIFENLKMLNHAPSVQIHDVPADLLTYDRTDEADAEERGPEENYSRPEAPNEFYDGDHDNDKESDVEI
GSK3beta inhib = inhibitors of human GSK3beta kinase; GST-GSK3beta kinase, ADP-Glo luminescence, 60 min; stronger effect = lower value; activity score (negative = inhibition), % at 10 µM; 300,000 tested, 0.038% active;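 active = more than half of replicate wells score below -50%, meaning over 50% inhibition versus plate controls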;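 note: 0% = median DMSO wells and -100% = median GW8510 positive control wells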
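Assay system: GST-tagged human GSK3beta kinase, cell-free; Input: 1.6 ng GSK3beta; Medium: Tris/MgCl2 kinase buffer; Timing: 60 min enzyme reaction, room temperature; Signal: ADP-Glo luminescence quantifying ADP generated by kinase; Evaluation: score relative to plate controls; Benchmarks: DMSO neutral wells and GW8510 at 20 µM as positive.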
PolyA inhibitor = inhibitors of polyadenylation in S. cerevisiae; S. cerevisiae SKY197-pL101 polyadenylation reporter, beta-gal luminescence; efflux-impaired pdr1/pdr3 knockout yeast; score 100 = 6 SD above DMSO; calls only at 12 µM; 300,000 tested, 0.02% active; AID 1875;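 active = lowest replicate activity score at least 50, where 100 means six control SD above control mean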;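 note: yeast exposed to compound for 9 h at 30 °C; higher score means more reporter readthrough which indicates perturbed polyadenylation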
Numbers without * were called inactive; i = inactive; nt = no result given.

The opening two records (preview)
SMILES | KCNK3 inh | hERG protect | KCNQ1 pot | DYRK1A inh | KCNK9 inh | GSK3 alpha inh | RGS4 act | KCNQ1 inh | HDAC3 inh | GSK3beta inhib | PolyA inhibitor
CN(C(=O)c1ccc(S(=O)(=O)N2CCCCC2)cc1)C1CCS(=O)(=O)C1 (centres undefined) | i | -5 | i | -12 | i | -1 | i | i | -9 | 2 | i
COc1cccc(NC(=O)c2cnc[nH]2)c1 | i | 2 | i | 8 | i | 0 | i | i | -1 | 3 | i

The list itself, from the start:
SMILES | KCNK3 inh | hERG protect | KCNQ1 pot | DYRK1A inh | KCNK9 inh | GSK3 alpha inh | RGS4 act | KCNQ1 inh | HDAC3 inh | GSK3beta inhib | PolyA inhibitor
CN(C(=O)c1ccc(S(=O)(=O)N2CCCCC2)cc1)C1CCS(=O)(=O)C1 (centres undefined) | i | -5 | i | -12 | i | -1 | i | i | -9 | 2 | i
COc1cccc(NC(=O)c2cnc[nH]2)c1 | i | 2 | i | 8 | i | 0 | i | i | -1 | 3 | i
COc1ccc(NC(C)=O)cc1S(=O)(=O)NC(Cc1ccccc1)C(=O)NCc1ccccc1C (centres undefined) | i | -4 | i | 4 | i | -2 | i | i | 1 | 2 | i
C/C(CC(=O)Nc1cccnc1)=N\NC(=O)c1ccc([N+](=O)[O-])c(Cl)c1 | i | -3 | i | 5 | i | -2 | i | i | -3 | 0 | i
CCOC(=O)CCCCC(=O)c1[nH]c(=O)[nH]c1C[n+]1ccc(C)cc1 | i | -14 | i | -7 | i | 3 | i | i | 2 | 0 | i
O=C(Cn1ccc(=O)[nH]c1=O)Nc1ccc(C(=O)O)c(O)c1 | i | -8 | i | 2 | i | -1 | i | i | -3 | 1 | i
Cc1cccc(NC2=NC(C)(C)N=C(N)N2)c1C | i | 1 | i | 21 | i | 3 | i | i | -2 | 3 | i
C/C(=N/Nc1cc(-c2ccccc2)nc(-c2ccccc2)n1)c1ccc(O)cc1 | i | -7 | i | -11 | i | 3 | i | i | 0 | 0 | i
Cn1c(=O)[nH]c(=O)c2c1nc(Br)n2C/C=N/Nc1ccccc1 | i | -4 | i | nt | i | -4 | i | i | -1 | 2 | i
CCOP(=O)(c1ccc(N(C)C)cc1)C(O)c1ccc(OC)cc1 (centres undefined) | i | -5 | i | 3 | i | -2 | i | i | -2 | 4 | i
Cc1ccc(S(=O)(=O)/N=C(/Nc2c(C)n(C)n(-c3ccccc3)c2=O)c2ccc(Cl)cc2)cc1 | i | -1 | i | 4 | i | 0 | i | i | -1 | 0 | i
O=C(/C=C\c1cn(-c2ccccc2)nc1-c1ccccc1)Nc1nccs1 | i | -4 | i | -5 | -8* | -5 | i | i | -2 | 2 | i
Cc1c(Cl)cccc1NC(=S)NN | i | 1 | i | 0 | i | 0 | i | i | 10 | -2 | i
COc1cccc(NC(=O)c2ccn(C)n2)c1 | i | -11 | i | 3 | i | -2 | i | i | -5 | 1 | i
COc1ccc(NC2CCCN(C(=O)c3cccnc3SC)C2)cc1OC (centres undefined) | i | -7 | i | 2 | i | 9 | i | i | -1 | 1 | i
O=C1CCCc2nc3c(cc21)C(O)Oc1ccccc1-3 (centres undefined) | i | -14 | i | nt | i | 1 | i | i | -6 | -5 | i
CCN(CCO)c1cc(Cl)nc(SC)n1 | i | -7 | i | 5 | i | -1 | i | i | -7 | 1 | i
CN1CCN(C(=O)CC2C(=O)NCCN2Cc2ccc(-c3ccccc3)cc2)CC1 (centres undefined) | i | -5 | i | -1 | i | -1 | i | i | -1 | 3 | i
COC(=O)CCC(=O)NNC(=O)c1ccc([N+](=O)[O-])cc1 | i | -7 | i | 0 | i | -1 | i | i | 0 | 0 | i
CCCCNC(=O)OCCNC(=O)Oc1cccc(C)c1 | i | -8 | i | 1 | i | -1 | i | i | 2 | -2 | i
CN(CC(=O)Nc1cccc2ccccc12)C(=O)c1cccc(S(=O)(=O)N(C)C)c1 | i | -11 | i | 2 | i | 0 | i | i | 9 | 1 | i
c1csc(-c2nc(NCCCN3CCOCC3)c3ccccc3n2)c1 | i | -9 | i | 5 | i | 6 | i | i | 3 | -4 | i
NC(=O)c1nsc(C(=O)N(Cc2ccc(F)cc2)C(C(=O)NCC2CCCO2)c2ccc(F)cc2)c1N (centres undefined) | i | -7 | i | -1 | i | -2 | i | i | 4 | -1 | i
COC(C(=O)N1CCC(n2nccc2NC(=O)C2CC2)CC1)c1ccccc1 (centres undefined) | i | -3 | i | nt | i | -1 | i | i | -7 | -1 | i
O=C1NC(=S)N/C1=C/c1ccc2ccccc2c1 | i | -7 | i | -1 | i | 2 | i | i | -2 | -1 | i
O=c1c([N+](=O)[O-])cc(C(F)(F)F)cn1Cc1cccc(Cl)c1 | i | -8 | i | 0 | i | -4 | i | i | 4 | 0 | i
COC1CCN(C(=O)c2ccc(OC3CCN(Cc4ccccn4)CC3)cc2)CC1 | i | -12 | i | 0 | i | -1 | i | i | -1 | 1 | i
CC(Sc1nc2ccc(C(=O)c3ccccc3)cc2[nH]1)C(=O)O (centres undefined) | i | -2 | i | 4 | i | -33 | i | i | -4 | -1 | i
C=CCn1c(-c2oc3nc(-c4ccccc4)cc(-c4ccccc4)c3c2N)n[nH]c1=S | i | -8 | i | 1 | i | 2 | i | i | 1 | 1 | i
O=C(Nc1nnc(C2CC2)s1)c1ccc(S(=O)(=O)c2ccccc2)cc1 | i | -6 | i | 2 | i | 0 | i | i | -1 | -1 | i
Cc1ccc(C(=O)NCc2ccc(N3CCN(C(=O)OC(C)(C)C)CC3)cc2)cc1 | i | -16 | i | 2 | i | 1 | i | i | -4 | -4 | i
CC1CCN(c2ccccc2NC(=O)c2ccc(Br)o2)CC1 | -9* | -10 | i | 9 | -8* | 7 | -9.4* | i | 2 | 0 | i
Cc1c(C)n(Cc2ccc(Cl)cc2)c2ccc(C(=O)NCCCN3CCOCC3)cc12 | i | -16 | i | 2 | i | -3 | i | i | 7 | -1 | i
Cc1ccc(NC(=S)N(CCCN2CCOCC2)Cc2ccccn2)cc1Cl | i | -11 | i | 5 | i | 2 | i | i | 4 | -1 | i
O=c1c2ccccc2c(C=Nc2cccc(O)c2)c(O)n1-c1ccc2c(c1)OCO2 | i | -18 | i | 4 | i | -1 | i | i | -6 | 1 | i
CCCCCCn1c(=O)[nH]c2c(c1=O)CCC2 | i | -9 | i | -3 | i | -1 | i | i | 6 | -4 | i
CC1=C(C#N)C2C(/C1=N/O)C2(C)C (centres undefined) | i | -2 | i | -5 | i | 3 | i | i | 1 | -1 | i
COc1ccc(/C(N)=N/OC(=O)Cc2cccs2)cc1OC | i | -4 | i | 1 | i | -3 | i | i | 8 | -1 | i
CCC12OC(=N)C(C#N)(C1C)C(C#N)(C#N)C(c1ccccc1)O2 (centres undefined) | i | -6 | i | nt | i | 5 | i | i | -9 | 0 | i
O=C(NCC#CCOCc1ccccc1)c1ccccc1 | i | -6 | i | 8 | i | -3 | i | i | -2 | -2 | i
CCc1ccccc1NC(=O)NCc1cccnc1 | i | -6 | i | -4 | i | 2 | i | i | 0 | 3 | i
CCN1CCN(CCC(=O)Nc2ccc(C)cc2)CC1 | i | -9 | i | -6 | i | -2 | i | i | 6 | 1 | i
N#CCCn1cc(C(=O)O)c(-c2cc3ccccc3o2)n1 | i | 1 | i | 1 | i | -4 | i | i | -1 | 2 | i
COc1ccc(N=C2SCC(c3ccccc3)=NN2C)cc1 | i | -7 | i | 4 | i | -1 | i | i | 13 | 2 | i
CCOc1ccc(C2OC34CCCCC3C(C#N)(C#N)C2(C#N)C(=N)O4)cc1OC (centres undefined) | i | -18 | i | 7 | i | 3 | i | i | -12 | 2 | i
CC(=O)Nc1ccc(N2C(=O)CC(N3CCN(Cc4ccc5c(c4)OCO5)CC3)C2=O)cc1 (centres undefined) | i | nt | nt | 4 | nt | -2 | nt | nt | 7 | 1 | i
CCCCn1nnnc1SCC(=O)N1CCN(C(=O)c2ccco2)CC1 | i | -7 | i | 4 | i | 1 | i | i | -6 | 5 | i
O=C(Nc1ccccc1)c1ccccc1C(=O)N1CCCCC1 | i | -4 | i | -1 | i | -2 | i | i | 2 | 0 | i
COc1ccc(N(CC(=O)N2CCN(c3cccc(C)c3C)CC2)S(=O)(=O)c2c(C)noc2C)cc1 | i | -10 | i | -7 | i | -3 | i | i | -7 | -1 | i
Cc1ccc(S(=O)(=O)CCC(=O)Nc2ccccc2Cl)cc1 | i | -6 | i | 0 | i | -2 | i | i | -7 | 1 | i
COCOc1ccc(C=O)cc1OCOC | i | -7 | i | 9 | i | -3 | i | i | -2 | 0 | i
COC(=O)c1ccccc1-n1c(C)nc(=O)c(-c2ccccc2)c1C | i | -7 | i | 0 | i | -1 | i | i | 2 | -1 | i
COc1nc(Nc2ccc(-c3nc4ccccc4o3)cc2)nc(N2CCOCC2)n1 | i | -10 | i | 6 | i | -5 | i | i | -4 | 2 | i
CCCCNc1nc2ccccc2n1CC(=O)Nc1ccc2c(c1)OCCO2 | nt | -12 | i | nt | i | 2 | i | i | 1 | -5 | i
COc1cccc(OC)c1OCCOCCN1CCN(C)CC1 | i | 19* | 19* | nt | i | -2 | i | i | 3 | 0 | i
CC12CC3CC(C)(C1)CC(Nc1nc(N4CCOCC4)nc4ccccc14)(C3)C2 | i | -9 | i | -10 | i | -2 | i | i | 1 | -1 | i
CNC(=O)CSc1nccn1Cc1ccc(Cl)cc1 | i | -20 | i | nt | i | 2 | i | i | -7 | 3 | i
O=C(COC(=O)CCCNC(=O)c1ccc(Cl)cc1)Nc1ccc(Br)cc1 | i | -7 | i | -3 | i | -3 | i | i | 0 | 0 | i
CS(=O)(=O)Cc1ccc(C(=O)NC2CCN(Cc3ccccc3)C2)cc1 (centres undefined) | i | -4 | i | -3 | i | -3 | i | i | -18 | 4 | i
CCC(=O)Oc1ccc(-c2nc(-c3cccnc3)no2)cc1 | i | -11 | i | 32 | i | 11 | i | i | 0 | -7 | i
Cc1ccc(CNC(=O)CS(=O)Cc2nc(-c3ccccc3F)oc2C)cc1 (centres undefined) | i | -9 | i | -5 | i | -1 | i | i | 1 | 0 | i
Fc1ccccc1C1c2cccn2CCN1C(=S)Nc1ccc(Br)cc1 (centres undefined) | -15* | -17 | i | -2 | i | 0 | i | 7* | 7 | -1 | i

These rows are one share of the data. The share of hits here may be higher or lower than overall.
